RGS12 GoLoco inh = qHTS Assay for Inhibitors of RGS12 GoLoco Motif Activity (Red Fluorophore); Guanine nucleotide-binding protein G(i) subunit alpha-1 (Homo sapiens), P63096; actives 0.44% (n = 230,000); Gai1:RGS12 GoLoco peptide FP, rhodamine, 10 min; Potency, µM (highest dose often 61.6 µM), inactives show at the highest dose activity, negative = inhibition, usual class: inhibitors; active means well fitted inhibition curve with a large enough effect, not every such curve was filed as active; inactive means no such curve, though single readings can be large or run the other way; further: on the % scale 0 is the no-effect control and ±100 the full control effect; nearly all actives have a fitted effect of over 30% in size; many of its hits are not listed in these tables
ALDH1A1 inh = qHTS Assay for Inhibitors of Aldehyde Dehydrogenase 1 (ALDH1A1); Purified ALDH1A1, NADH fluorescence, propionaldehyde substrate; Potency, µM (titrated, usually from 75.3 µM), for inactives: top-dose activity, negative = inhibition, usual class: inhibitors; AID 1030, 2008; actives 7.3% (n = 220,000); Aldehyde dehydrogenase 1A1 (Homo sapiens), P00352; active means well fitted inhibition curve with a large enough effect, not every such curve was filed as active; inconclusive means small, poorly fitted or top-dose-only effect, or another doubt; inactive means no such curve, though single readings can be large or run the other way;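 further: plate controls were no enzyme wells and a reference inhibitor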
Target sequence (P00352 whole entry, looked up): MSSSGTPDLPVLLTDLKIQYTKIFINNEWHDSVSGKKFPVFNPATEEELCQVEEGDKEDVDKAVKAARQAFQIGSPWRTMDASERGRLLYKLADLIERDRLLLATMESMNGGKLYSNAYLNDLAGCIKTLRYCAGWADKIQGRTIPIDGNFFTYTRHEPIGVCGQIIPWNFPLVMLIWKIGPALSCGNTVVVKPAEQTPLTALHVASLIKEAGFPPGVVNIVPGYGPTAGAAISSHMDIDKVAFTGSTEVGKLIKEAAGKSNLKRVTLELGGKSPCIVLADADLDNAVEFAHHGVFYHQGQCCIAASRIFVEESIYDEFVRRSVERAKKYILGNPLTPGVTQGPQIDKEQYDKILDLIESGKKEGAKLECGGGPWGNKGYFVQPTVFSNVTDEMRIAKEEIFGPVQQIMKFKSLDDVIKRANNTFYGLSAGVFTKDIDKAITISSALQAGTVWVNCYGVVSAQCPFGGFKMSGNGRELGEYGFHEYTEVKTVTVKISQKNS
GAA spleen mod = qHTS Assay for Inhibitors and Activators of Human alpha-Glucosidase From Spleen Homogenate; human spleen homogenate, 4-MU-alpha-glucoside fluorescence; Potency, µM (series often up to 79.9 µM), for inactives: at the top dose activity change, negative = inhibition, most hits filed as inhibitors; actives 0.006% (n = 240,000);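 further: 0% = enzyme with vehicle and -100% = no enzyme basal signal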
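Enzyme source: human spleen homogenate, 1 ug/well. Buffer 50 mM citric acid/K phosphate pH 5.0, 0.01% Tween-20. 4-MU-alpha-glucoside 1 mM; 37 C x 40 min; NaOH/glycine stop; fluorescence.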
SMN2 splice enh = qHTS Assay for Enhancers of SMN2 Splice Variant Expression; HEK293 SMN2-luciferase splicing reporter, luminescence, 30-36 h; Potency, µM (titrated, usually from 46.1 µM), inactives show top-dose activity change, positive = activation, actives largely listed as activators; actives 2.8% (n = 210,000); AID 1458, 2008; further: % of control where 0% means no effect; nearly all actives have a fitted effect of over 55% in size
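qHTS luciferase splicing reporter: luminescence rises when SMN2 exon 7 is included in transfected HEK293 cells. Compound exposure lasted 30-36 h at 37C, with 4.5 mM final sodium butyrate as control, followed by a ONE-Glo read.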
KDM4E inh = qHTS Assay for Inhibitors of Human Jumonji Domain Containing 2E (JMJD2E); JMJD2E catalytic domain, FDH-coupled NADH fluorescence (FDH is formaldehyde dehydrogenase); Lysine-specific demethylase 4E (Homo sapiens), B2RXH2; AID 2147, 2009; Potency, µM (series often up to 57.1 µM), without a hit: at the top dose activity change, negative = inhibition, actives largely listed as inhibitors; actives 1.6% (n = 230,000); active means well fitted inhibition curve with a large enough effect, not every such curve was filed as active; inconclusive means small, poorly fitted or top-dose-only effect, or another doubt; inactive means no such curve, though single readings can be large or run the other way;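 further: 0% = wells with enzyme and -100% = buffer wells without enzyme; nearly all actives have a fitted effect of over 50% in size; many of its hits are not listed in these tables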
Target sequence (B2RXH2 1-337 limits assumed): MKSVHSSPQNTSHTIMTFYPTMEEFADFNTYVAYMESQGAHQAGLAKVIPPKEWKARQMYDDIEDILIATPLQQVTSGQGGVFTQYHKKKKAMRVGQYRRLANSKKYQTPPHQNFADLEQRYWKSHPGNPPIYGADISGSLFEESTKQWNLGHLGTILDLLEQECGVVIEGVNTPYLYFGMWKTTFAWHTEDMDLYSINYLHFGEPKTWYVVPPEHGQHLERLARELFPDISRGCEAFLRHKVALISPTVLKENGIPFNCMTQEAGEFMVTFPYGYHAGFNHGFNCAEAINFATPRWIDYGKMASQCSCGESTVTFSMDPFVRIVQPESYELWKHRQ
GAA glycogen mod = qHTS Assay for Inhibitors and Activators of Human alpha-Glucosidase Cleavage of Glycogen; recombinant GAA, glycogen substrate, Amplex Red glucose oxidase fluorescence; Lysosomal alpha-glucosidase (Homo sapiens), P10253; Potency, µM (top dose mostly 76.4 µM), inactives show at the top dose activity change, negative = inhibition, hits mostly inhibitors; AID 2100, 2009; actives 0.38% (n = 300,000);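 further: 0% = full enzyme reaction and -100% = no-enzyme basal signal; the screen sought inhibitors and activators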
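Natural-substrate format: glycogen cleavage by 4 nM human enzyme, glucose read by Amplex Red coupling (Ex 573, Em 610 nm). Normalized to enzyme and no-enzyme controls.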
aGal spleen mod = qHTS Assay for Inhibitors and Activators of Human alpha-Galactosidase From Spleen Homogenate. Alpha-galactosidase A (Homo sapiens), P06280. human spleen homogenate, 4MU-alpha-Gal fluorescence, 40 min. Potency, µM (series often up to 80 µM), inactives show top-dose activity change, negative = inhibition, usual class: inhibitors. actives 0.008% (n = 240,000);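 further: 0% = enzyme with vehicle and -100% = no enzyme basal signal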
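Fluorogenic readout (Ex 365/Em 440 nm) of 4-methylumbelliferone released from 1 mM 4-MU-alpha-galactoside by spleen homogenate, 40 min at 37C, pH 5.0. Data normalized to no-enzyme and enzyme controls; Hill-equation AC50 from compound titrations.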
GAA inhib = qHTS Assay for Inhibitors of Human alpha-Glucosidase as a Potential Chaperone Treatment of Pompe Disease | purified human GAA, 4-MU-alpha-glucoside fluorescence | AID 1466, 2008 | actives 0.005% (n = 200,000) | Potency, µM (doses to about 76.9 µM), for inactives: at the highest dose activity change, negative = inhibition, usual class: inhibitors;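 further: plate controls were uninhibited enzyme wells for no effect and no-enzyme background for full effect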
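Human alpha-glucosidase, 4 nM, pre-mixed with test compounds before 400 uM 4-methylumbelliferyl substrate; 20 min room temperature at pH 5.0. Fluorescence read after pH 10 stop; AC50 values from Hill-equation fits.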
Numbers without * were called inactive; ? = inconclusive; · = no result given; & = joins results of further samples; [ ] = another dose, or the depositor's remark. Unless noted, the call rests on the fitted dose curve; in most records, active means well fitted curve in the direction sought with a large enough effect; inconclusive means small, poorly fitted or top-dose-only effect, or another doubt; inactive means no such curve, though single readings can be large; an effect the other way counts as inactive or inconclusive. Potency means the concentration at half of the fitted maximal effect. This is a subset; count on the stated rates, not on these rows.

Second line of a record – RGS12 GoLoco inh | ALDH1A1 inh | GAA spleen mod | SMN2 splice enh | KDM4E inh | GAA glycogen mod | aGal spleen mod | GAA inhib
- CC(=O)OCc1cc2cccc(C)c2[nH]c1=O
  -5% | -7% | 4% | -5% | ? | 2% | 13% | -4%
- COc1ccc(-c2cc(C3CCN(C(=O)OC(C)(C)C)CC3)[nH]n2)cc1
  -4% | 4% | -5% | · | 9% | -6% | -4% | -10%
- CCOC(=O)C1CCCN(C(=O)/C=C/c2ccccc2[N+](=O)[O-])C1 (configuration not stated)
  4% | ? | -5% | 0% | -8% | 12% | -4% | 3%
- CC(C)NC1CS(=O)(=O)CC1O (configuration not stated)
  25% | 8% | -4% | -10% | 7% | -2% | -9% | -2%
- CCOC(=O)CN1C(=O)N[C@@H](c2cccs2)C(C(C)=O)=C1C
  1%[14.2 µM] | 5%[13.5 µM] | 4%[17.4 µM] | -3%[9.22 µM] | 4%[11.4 µM] | · | -4%[17.5 µM] | ·
- COc1ccc(Cl)cc1NC(=O)CS(=O)(=O)c1cccc2nsnc12
  -8% | -10% | -1% | -10% | 6% | 5% | 4% | -1%
- O=C(Cn1nc(C(=O)O)c2ccccc2c1=O)NCCC1=CCCCC1
  6% | -1% | -24% | 10% | -11% | 3% | -9% | -7%
- CCOc1c2ccc(C(=O)NCc3ccco3)cc2nn1CCOC
  6% | ? | -6% | -1% | ? | 2% | -10% | -1%
- COc1ccc([C@@]2(O)c3c(ccc(CC=C(C)C)c3O)NC(=O)[C@@H]2OC)cc1
  4% | · | 4% | · | -16% | -5% | 1% | ·
- Cc1ccc2cc(/C=N/NC(=O)[C@@H]3CCCN3)c(Cl)nc2c1
  1% | · | 2% | · | -2% | 6% | -2% | ·
- Cc1ccc(O)c(NC(=S)NC(=O)/C=C/c2ccco2)c1
  3% | 0% | -3% | 30% | 23% | -1% | -8% | 5%
- O=C1OCCN1C(=O)[C@H]1[C@H](c2ccc([N+](=O)[O-])cc2)C(c2cccc(Cl)c2)=NN1c1ccccc1
  -5%&3% | 10%&-1% | -2%&-17% | -16% | ? | -6% | 7%&-13% | ?
- O=[N+]([O-])c1cnc2nc(-c3ccncc3)nn2c1O
  9% | ? | 2% | -6% | -6% | 4% | 4% | -3%
- CC(C)c1ccc2[nH]c(O)c(N=NC(=O)c3cccc(S(=O)(=O)Nc4ccc(Cl)cc4)c3)c2c1
  -1% | -1% | -9% | 5% | -5% | 12% | 1% | 9%
- C/C=C/c1ccc(OCC(=O)OCc2csc(Nc3ccc(C)cc3)n2)c(OC)c1
  18% | -12% | 10% | 11µM* | -6% | 7% | 4% | 2%
- C#CCn1c(=NC(=O)CN2C(=O)CCC2=O)sc2cc(S(N)(=O)=O)ccc21
  13% | 12% | 3% | -19% | -29% | -4% | 2% | -6%
- CCCCCC(=O)Nc1nnn(CCC)n1
  3% | 15% | 0% | -4% | 1% | 2% | 8% | 0%
- COc1ccc(-c2cc(C(=O)Nc3cc(C)n(Cc4ccc(Cl)cc4)n3)no2)cc1OC
  18% | ? | 1% | -43%[inhibitor] | ? | 5% | 4% | -8%
- Cc1cccc(C)c1NC(=O)COC(=O)c1ccccc1[N+](=O)[O-]
  4% | -2% | 4% | 9% | -9% | 3% | -7% | -3%
- COc1ccc(C(=O)N2CCC(C(=O)Nc3ccccc3OC)CC2)cc1
  -5% | 0% | -3% | 20% | 1% | -11% | 7% | 4%
- Cc1ccc(CN2CCN(Cc3ccccn3)CC2CCO)cc1 (configuration not stated)
  8% | ? | -5% | -1% | 1% | 18% | -3% | 10%
- CCCN1CCC(=O)N([C@H](CSc2ccc(OC)cc2)Cc2ccccc2)CC1
  -4% | · | -2% | · | -17% | 14% | -1% | ·
- CC1(OC(=O)c2ccc(Cl)nc2)C(=O)C=C2C=C(C3CC3)OC=C2C1=O (configuration not stated)
  6% | -1% | -10% | 2% | -4% | · | 0% | ·
- Cc1ccc(NP(=O)(c2ccc(N(C)C)cc2NC(=O)c2cccs2)N2CCOCC2)cc1Cl (configuration not stated)
  0% | ? | -1% | 14% | ? | -8% | -3% | -3%
- CCOC(=O)c1[nH]c(C)c(C(=O)NCC2CCCO2)c1C (configuration not stated)
  -4% | ? | -1% | -16% | -1% | 1% | 5% | -4%
- COc1cc(/C=C2/SC(=NCc3ccccc3)N(Cc3ccccc3)C2=O)ccc1O
  81%[activator] | 2.2µM* | -5% | -16% | -11% | ? | 4% | -8%
- Cc1ccc(OCC(=O)N2CCc3ccccc32)cc1
  11% | -8% | 2% | 14µM* | -1% | -2% | 1% | 3%
- CCCn1c(=O)c2ccccc2n2c(SCCOc3ccc(C)cc3)nnc12
  -7% | ? | -10% | -10% | -2% | -6% | 0% | -5%
- O=C1c2cccc3cccc(c23)C(=O)N1c1nncs1
  8% | ? | 4% | -20% | ? | -3% | 7% | ?
- CCC(CC)n1[nH]c(=O)c2c(C)cc(C)nc21
  -3% | -9% | 1% | -15% | -4% | -4% | -1% | 3%
- COc1ccc(C(=O)C2CCCN(C(=O)c3cnsn3)C2)c(C)c1 (configuration not stated)
  5% | · | 0% | · | 1% | 1% | 2% | ·
- CCOC(=O)C1=C(N)N2C(=O)C(C)SC2=C(C(=O)OC)C1c1cccc(OC)c1 (configuration not stated)
  -3% | -3% | 0% | -1% | 2% | 2% | 2% | -3%
- CCc1c(C)nc(SCC(=O)Nc2ccc3c(c2)OCCO3)[nH]c1=O
  5% | 11µM* | -4% | · | 4% | 5% | -5% | 3%
- CSc1cccc(CN2CCN(Cc3ccc(F)c(F)c3)C(CCO)C2)c1 (configuration not stated)
  -3% | 7% | -6% | · | -21% | -6% | 11% | ·
- O=C(Oc1ccc2ccc(O)cc2c1)C1CCCCC1
  7% | 1% | 4% | 1% | 1% | -6% | 6% | -1%
- CCC1CCCCN1S(=O)(=O)c1ccc(C(=O)Nc2nnc(-c3cccs3)o2)cc1 (configuration not stated)
  8% | -1% | -14% | -106%[inhibitor] | ? | 5% | -7% | -6%
- CCOc1ccc(OCc2cccc(C(=O)N3CCOCC3)c2)cc1
  6% | -15% | -18% | 0.35µM* | 2% | -3% | 0% | -1%
- Cc1cccc(N2CCN(C(=O)C3COc4ccccc4O3)CC2)c1C (configuration not stated)
  7% | ? | 3% | 2% | -5% | 10% | 2% | -2%
- COC(=O)C1=C(C)N(c2ccc(S(N)(=O)=O)cc2)C(=O)C1
  16% | 13% | -3% | 6% | -5% | 5% | 9% | -4%[15.4 µM]
- CCCC[C@@H](NC(=O)[C@@H](Cc1cn(C(=O)OC)c2ccccc12)NC(=O)[C@H](CC(C)(C)C)NC(=O)N1[C@H](C)CCC[C@@H]1C)C(=O)O
  1% | 6% | 1% | · | · | · | -3% | ·
- O=C(COC(=O)c1ccc(F)c(S(=O)(=O)N2CCCCC2)c1)NCc1ccc(F)cc1
  6% | ? | 0% | 12% | -3% | -5% | 8% | -5%
- COc1ccc(-c2nnn(Cc3ccccc3F)n2)cc1
  -2% | ? | 0% | 16µM* | -7% | -6% | -14% | -36%
- Cc1ccnc(N2CCCC(C(=O)NCc3cccs3)C2)n1 (configuration not stated)
  3% | -13% | 9% | 4% | 7% | -2% | -4% | 0%
- COc1cccc(NC(=O)NCc2ccc(F)cc2)c1
  3% | 6% | 10% | ? | -4% | -2% | 9% | -9%
- COC(=O)Nc1[nH]ncc1[N+](=O)[O-]
  4% | 4% | -4% | · | 9% | 5% | -9% | 5%
- COC(=O)C(NS(=O)(=O)c1ccc(F)cc1)c1ccccc1 (configuration not stated)
  12% | 2% | -2% | 15% | 1% | ? | -5% | 11%
- COc1ccc(S(=O)(=O)N2CCC(C(=O)NCCc3ccccc3)CC2)cc1OC
  4% | 4% | -1% | · | 4% | -7% | -1% | 0%
- CCN(CC)S(=O)(=O)c1ccc(C(=O)N2CCN(CCN3C(=O)c4cccc5cccc(c45)C3=O)CC2)cc1
  -2% | ? | -3% | -11% | -4% | -22% | 11% | 0%
- O=S(=O)(Cc1ccccc1Cl)N1CCCC1
  -6% | ? | 3% | 0% | -6% | 14% | 3% | 3%
- Cn1c2c(c(=O)n(C)c1=O)C(c1ccccc1F)C(C#N)=C(N)O2 (configuration not stated)
  1% | ? | -5% | 10% | ? | 3% | 7% | -10%
- O=C(/C=C/c1ccccc1)c1cc(Br)ccc(=O)c1O
  95%[activator] | 7.1µM* | -12% | -86%[inhibitor] | 13µM* | 16% | -5% | -4%
